Efa HMGR inh = E. faecalis class II HMG-CoA reductase inhibition; purified E. faecalis HMGR, NADPH absorbance 340 nm kinetic; inhibition, % at 10 µM; AID 1066; 0.41% of 190,000 active;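 active = inhibition above a set limit, the median over all tested compounds plus 3 SD, cut at about 9.5% in these data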;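 note: enzyme runs in reverse so mevalonate oxidation gives rising NADPH absorbance; 0% = complete reaction with DMSO and 100% = background rate lacking mevalonate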
FLuc act counter = affects firefly luciferase, flagging false hits in luciferase stimulation screens; ATPlite luciferase biochemical, luminescence, 10 min; 0 = ATP-free wells, 1 = DMSO control; activation factor at 10 µM; 200,000 tested, under 10 active;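 active = luciferase activation factor, scaled between plate controls, of at least 2 with compound at 10 µM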
Target sequence (P08659 whole entry, looked up): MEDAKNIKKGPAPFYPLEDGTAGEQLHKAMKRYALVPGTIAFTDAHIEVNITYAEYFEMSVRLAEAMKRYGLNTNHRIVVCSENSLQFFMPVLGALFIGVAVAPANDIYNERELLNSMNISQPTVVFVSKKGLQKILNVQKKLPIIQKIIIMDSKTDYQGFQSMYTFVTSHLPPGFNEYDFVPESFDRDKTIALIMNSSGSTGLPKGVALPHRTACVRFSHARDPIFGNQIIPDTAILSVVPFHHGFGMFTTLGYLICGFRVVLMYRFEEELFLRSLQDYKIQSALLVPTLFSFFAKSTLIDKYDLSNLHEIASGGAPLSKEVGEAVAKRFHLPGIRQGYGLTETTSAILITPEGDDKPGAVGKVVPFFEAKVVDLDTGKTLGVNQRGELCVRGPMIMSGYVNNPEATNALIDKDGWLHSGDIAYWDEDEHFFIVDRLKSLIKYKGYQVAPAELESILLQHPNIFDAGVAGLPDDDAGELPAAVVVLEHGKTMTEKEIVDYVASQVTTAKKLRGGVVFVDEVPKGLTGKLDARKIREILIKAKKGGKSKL
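System: luciferase plus luciferin reagent, cell-free; medium: PBS as buffer for the ATP substrate; dosing: test compounds dosed from 2 mM stocks in 100% DMSO; timing: 10 min post-reagent at room temperature; measured by: luminescence measurement of luciferase light output; evaluation: luciferase activation, seen as luminescence increase over controls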
G6PDH counter = L. mesenteroides G6PDH inhibition counter-screen; AID 1020; Purified L. mesenteroides G6PDH, diaphorase/resazurin coupled fluorescence, 45 min; 0.12% of 200,000 active; inhibition, % at 5 µM; in the data active = inhibition above about 50%
APP 5'UTR act = APP 5'UTR luciferase reporter activation; SH-SY5Y APP 5'UTR luciferase reporter, luminescence; zero percent = DMSO vehicle wells; 1% of 190,000 active; activation, % at 2 µM;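 active = activation above a set limit, based on mean plus 3 SD of controls, cut at about 140% in these data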; note: values of inactives mirror those of a sister screen read the other way
FLuc inh counter = Photinus pyralis luciferase inhibition counter-screen; ATPLite firefly luciferase biochemical luminescence, 10 min; P08659; AID 1006; 1.5% of 200,000 active; inhibition, % at 10 µM;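 active = inhibition above about 50% when tested at 10 µM, limit read from the data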
STAT1 act = increases IFN-gamma driven STAT1 reporter signal; NIH 3T3 STAT1-luciferase reporter, luminescence; 100% = IFN-gamma alone, no compound; activation (% of control), % at 5.5 µM; 2.6% of 200,000 active;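 active = activation above the screen-wide mean activation plus 3 SD, cut at about 130% in these data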;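 note: raw ratio to IFN-gamma control signal so 100% means no change and 0% no light; values of inactives mirror those of a sister screen read the other way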
Redox H2O2 prof = compounds producing H2O2 with reducing agent – biochemical, NIH compound library profiling, artefact control for MLSCN library redox annotation, primary screen; DTT-dependent redox cycling H2O2, phenol red/HRP absorbance; 100% = 100 µM peroxide control, 0% = buffer; activation, % at 10 µM; 0.03% of 200,000 active; AID 878;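 active = activation of at least 50% relative to the plate's high and low controls in the primary single-dose screen; inactive = activation below 50%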;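 note: compound incubated with DTT at 0.8 mM final as the reducing agent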
APP 5UTR inh = APP translation inhibition; inhibition, % at 2 µM; SH-SY5Y APP 5'UTR-luciferase reporter, luminescence; 0.82% of 190,000 active;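 active = inhibition above a set limit, derived from the sample mean plus 3 SD, cut at about 45% in these data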; note: values of inactives mirror those of a sister screen read the other way
NF-kB neuron act = NF-kB expression increase, human neuronal cells. NF-kB reporter expression; hits give high values. fold change at 12.5 µM. 1.6% of 190,000 active. AID 1239; in the data active = fold change above about 3.3
Hsp70 activator = Hsp70 transcriptional activation, primary screen; HeLa Hsp70 promoter luciferase reporter, luminescence; scaled: vehicle 0, proteasome-inhibitor control 100%; activation, % at 10 µM; 0.04% of 200,000 active; AID 1203;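 active = activation above the mean across all tested compounds plus 3 SD, cutoff set per campaign, cut at about 5.5% in these data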;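 note: 100% = MG132 at 30 µM as the positive control and 0% = DMSO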
* hit, by the source's call; nt = not tested or not shown.

molecule,Efa HMGR inh,FLuc act counter,G6PDH counter,APP 5'UTR act,FLuc inh counter,STAT1 act,Redox H2O2 prof,APP 5UTR inh,NF-kB neuron act,Hsp70 activator
COC(=O)[C@@H](NC(=O)O[C@@H]1C(=O)c2ccc(OC)cc2O[C@H]1c1cccc(C(F)(F)F)c1)C(C)C,-1,1.1,15,11,-6,91,0.5,-11,0.77,0.0
CCOC(=O)C1CCCN(C(=O)C2CCN(c3nnc(-n4cccc4)s3)CC2)C1 (stereo unspecified),-2,1,-4,28,-4,94,-1.1,-28,0.9,-0.3
Cc1n[nH]c(C)c1S(=O)(=O)N1CCCC(C(=O)NCc2cccs2)C1 (stereo unspecified),3,1,4,-2,0,98,1.5,2,0.88,-0.2
Cc1ccc(S(=O)(=O)N(CC(=O)N2CCCCCC2)c2ccccc2)cc1,0,1.1,6,-7,-7,103,0.0,7,0.88,0.0
Cc1nn(Cc2ccccc2)c(C)c1NC(=O)CSc1nnc(-c2cc(Cl)ccc2O)n1C,2,1,11,2,-4,98,0.4,-2,1,-0.1
Cn1c[n+](C)cc1-c1ccc(/C(N)=N/O)cc1,-1,1,6,3,-1,101,0.0,-3,1.1,-0.3
CC(=O)Nc1nnc(SCc2cc(=O)c(OC(=O)c3ccccc3)co2)s1,5,1,6,-1,-3,99,0.3,1,1.1,-0.1
O=C(c1cc2ccccc2o1)N1CCN(c2ccccc2Cl)CC1,0,1,9,10,-4,97,1.4,-10,1.1,-0.2
CC(C)CC(=O)N1CCN(Cc2cccc([N+](=O)[O-])c2)CC1,5,1,11,-9,-2,91,-1.0,9,1.1,0.3
CSc1nc(-c2ccccc2)[nH]c(=S)c1C(C)=O,-11,1,-2,-4,-4,95,0.0,4,1.2,-0.3
c1ccc(-c2ncnc3cc4n(c23)CCC4)cc1,-2,1,3,-6,-1,99,0.0,6,0.84,0.0
Cc1ccc2c(CN3CCC(C)CC3)cc(=O)oc2c1,-7,1,4,78,2,138*,0.0,-78,4.1*,-0.2
COc1ccc(S(N)(=O)=O)cc1C(=O)NCCCN1CCN(c2ccc(C)cc2)CC1,-4,1.1,3,-5,-11,96,0.1,5,1.3,-0.1
Brc1cccc(-c2nnc3n2CCCCC3)c1,-4,1.1,-2,1,-6,94,1.9,-1,1.3,-0.4
COc1ccc(-c2nnn(Cc3ccccc3F)n2)cc1,0,0.8,5,118,19,163*,0.7,-118,2.9,0.0
CCN(c1ccccc1)S(=O)(=O)c1ccc(OC)c(NC(=O)CNCC(C)O)c1 (stereo unspecified),2,1,9,2,0,105,3.1,-2,1,-0.2
CCC(=O)Nc1cccc2c1C(=O)N(C)C2=O,-1,1,23,6,4,97,0.1,-6,1.1,-0.2
C=CCOc1c(OC)cc(Cl)cc1C1NC(=O)NC(C)=C1C(C)=O (stereo unspecified),-1,1,5,-25,-2,104,1.4,25,0.81,-0.4
CCOC(=O)c1ccccc1NS(=O)(=O)c1ccc(OC)cc1,-2,1.1,2,5,-5,99,0.8,-5,1.7,0.3
CN1CC[n+]2c(CN3C(=O)c4ccccc4C3=O)csc21,1,1,-3,5,-4,101,0.9,-5,2,0.2
Cc1ccc2c(c1)[nH]c1c(N3CCN(Cc4ccccc4)CC3)ncnc12,4,0.9,3,7,5,80,-1.3,-7,0.36,0.1
COc1cc2cc3c(N)c(C(=O)NCc4ccco4)sc3nc2cc1OC,-1,1,10,29,-4,146*,-3.0,-29,0.98,-0.1
C/C(=N\N=C(N)N)c1ccc(Cl)c(Cl)c1,4,1.1,12,17,-5,98,-1.0,-17,0.81,0.0
Cc1ccc(-n2cc(CN3CCC(CO)(Cc4cccc(C(F)(F)F)c4)CC3)cn2)cc1,-1,1.1,7,1,-6,94,-0.9,-1,0.68,-0.3
C/C(N)=C(/C#N)C(=O)COC(=O)CSc1ccc2ccccc2c1,-5,1,6,7,-2,105,-0.1,-7,1.1,0.0
Cc1ccccc1S(=O)(=O)/N=C(/Nc1c(C)n(C)n(-c2ccccc2)c1=O)c1ccccc1,-3,1,6,0,-1,100,-0.3,0,1.4,-0.1
CCn1cc(C(=O)N2CCN(c3ccccc3OC)CC2)c2cc(OC)c(OC)cc2c1=O,3,1.1,1,-15,-5,91,-0.6,15,0.99,0.1
O=C(CCCCN1CCCCC1)c1ccc2c(c1)Cc1ccccc1-2,7,1,-11,25,-4,90,7.7,-25,0.91,0.0
CCC(=O)N(CC(=O)Nc1sc(C)c(C)c1C(N)=O)C1CCCC1,-5,1,2,5,-2,100,-1.2,-5,1,0.0
O=C(CCN1C(=O)c2ccccc2S1(=O)=O)Nc1nc2c(s1)CCCC2,0,1.2,6,-2,-20,112,2.3,2,1.4,0.3
CC(C)=CC(=O)OCc1cc([N+](=O)[O-])cc2c1OCOC2,-6,1,1,43,-2,138*,0.3,-43,0.91,0.4
CSc1nnc(-c2cnccn2)n1Cc1ccccc1,1,1.1,-8,-8,-5,105,1.8,8,1.2,-0.2
O=C(CCn1c(=O)sc2ccccc21)Nc1nc2ccccc2s1,2,1.1,-36,11,-8,97,-2.7,-11,1.2,-0.2
O=C(O)c1c(F)c(F)cc2ccccc12,-4,1,2,-6,-3,98,0.7,6,1.1,-0.5
Cc1cc(C)n(-c2ccc(C(=O)Nc3ccc4c(c3)OCO4)cc2)n1,-4,0.8,0,35,21,111,0.2,-35,1.6,0.0
Cc1cc(OCC(=O)NC2CCCCC2)ccc1Cl,1,1,1,25,-3,115,0.3,-25,1.6,-0.3
COc1ccc(S(=O)(=O)N2CCN(CC(=O)Nc3cccc(F)c3)CC2)cc1,-7,1,7,6,-2,106,1.1,-6,1,0.0
CCOc1ccc(N2CCCn3c2nc2c3c(=O)n(CCc3ccccc3)c(=O)n2C)cc1,-2,1.1,6,-4,-7,99,-0.7,4,nt,0.2
CCOc1cc(CN2CCN(CCc3ccccc3)C(CCO)C2)ccc1OC (stereo unspecified),-1,1.1,3,-2,-6,91,-1.3,2,1.3,0.0
Cc1cc(C)n(-c2cc(N3CCN(S(=O)(=O)c4ccc(Br)cc4)CC3)ccc2[N+](=O)[O-])n1,-2,1,-4,8,-4,104,0.6,-8,0.81,-0.3

The final 2 compounds of the section before open the next one:
molecule,Efa HMGR inh,FLuc act counter,G6PDH counter,APP 5'UTR act,FLuc inh counter,STAT1 act,Redox H2O2 prof,APP 5UTR inh,NF-kB neuron act,Hsp70 activator
CCOc1cc(CN2CCN(CCc3ccccc3)C(CCO)C2)ccc1OC (stereo unspecified),-1,1.1,3,-2,-6,91,-1.3,2,1.3,0.0
Cc1cc(C)n(-c2cc(N3CCN(S(=O)(=O)c4ccc(Br)cc4)CC3)ccc2[N+](=O)[O-])n1,-2,1,-4,8,-4,104,0.6,-8,0.81,-0.3
Cc1ccc(CNC(=O)Cc2csc(Nc3nc(=S)[nH]c4ccccc34)n2)cc1,-9,1,-9,-10,-4,96,-3.5,10,1.3,-0.2
CCOC(=O)C(NC(=O)c1ccc(OC)cc1)(Nc1cc(C)on1)C(F)(F)F (stereo unspecified),-1,1,1,1,-4,95,-4.3,-1,1.2,-0.1
CCOc1cc(C=C2C(=O)c3ccccc3C2=O)ccc1OCC(=O)Nc1ccc(C)cc1,3,1.1,1,7,-5,104,0.3,-7,0.77,-0.2
CCOC(=O)N1CCN(S(=O)(=O)c2ccc(F)c(C(=O)Nc3cc(C)cc(C)c3)c2)CC1,-1,1.1,-14,17,-6,95,0.2,-17,0.87,-0.1
COc1c(C(=O)Nc2ccc3[nH]c(=O)[nH]c3c2)cc2ccccc2c1Br,-6,1.1,8,-4,-9,100,-0.3,4,1.1,-0.1
c1ccc(CSc2ncnc3c2oc2ccccc23)cc1,nt,nt,nt,-1,nt,102,0.8,1,nt,-0.1
O=C(Nc1ccncc1)c1ccc2c(c1)C(=O)N(C1CCCCC1)C2=O,0,1.1,2,0,-8,95,-0.1,0,0.67,-0.4
COc1ccc(-c2ccc(OC)cc2C(=O)O)cc1,-2,1,7,8,0,101,-0.1,-8,1,1.1
CCCC(C)NNC(=O)c1cc2ccccc2[nH]1 (stereo unspecified),-1,1,1,7,-4,104,0.4,-7,1.1,-0.4
CS(=O)(=O)N(CC(=O)Nc1c(F)cccc1F)c1cccc([N+](=O)[O-])c1,-2,1,-3,1,-2,102,0.8,-1,1.2,-0.2
CC(C)(C)n1nnnc1C(c1cccc(C#N)c1)N1CCCc2ccccc21 (stereo unspecified),-3,1,6,1,-5,108,-0.5,-1,0.85,-0.2
CCOc1ccc(Br)cc1S(=O)(=O)Nc1ccccc1N1CCOCC1,-7,1.1,5,-12,-7,95,-0.2,12,0.82,-0.2
CC1=C(C)CC2C(=O)N(c3cccc4ccccc34)C(=O)C2C1 (stereo unspecified),-1,1.1,-7,-8,-8,96,-0.4,8,0.93,0.9
CC1CC(=O)N(c2ccc(N(C)Cc3ccccc3)c([N+](=O)[O-])c2)C1=O (stereo unspecified),0,1,12,3,4,111,-0.3,-3,1.4,-0.1
Cc1cc(C)c(S(=O)(=O)N(C)CC(=O)NCc2ccccn2)c(C)c1,-2,0.9,3,0,5,92,-1.0,0,1.3,-0.5
O=C(NCc1ccncc1)c1cncc(Br)c1,-3,1,8,-8,-2,104,-0.5,8,1,0.0
CCOc1ccc2noc3c2c1C(=O)c1ccccc1-3,-3,0.9,-36,9,5,106,-5.3,-9,1.4,0.0
COc1ccccc1C/C(N)=N/OC(=O)c1cccc([N+](=O)[O-])c1,-1,1,2,2,-1,110,1.6,-2,1.3,-0.3
Cc1ccc(OCC(O)CN2C(=O)NC(C)(C)C2=O)cc1C (stereo unspecified),2,1.1,-15,4,-6,103,-0.3,-4,0.99,-0.1
COCc1cc(=O)n2c(-c3ccccc3OC)n[nH]c2n1,3,1.1,1,-6,-7,107,-1.1,6,0.87,-0.1
Cc1ccc(C)c(N2C(=N)S/C(=C\c3ccc(-c4ccccc4C(=O)O)o3)C2=O)c1,-5,1,2,13,-4,105,-1.6,-13,1,-0.3
CCCCCOC(=O)c1c(N)n(CCOC)c2nc3ccccc3nc12,0,1,10,8,-4,97,-4.2,-8,0.85,0.0
O=C(CCn1cnc(-c2ccccc2)c1-c1ccccc1)N/N=C/c1ccccc1O,3,1,-32,-1,-1,111,0.5,1,1.4,-0.4
O=C(CSc1nccn1-c1ccc(F)cc1)NCc1ccc2c(c1)OCO2,-1,1.1,5,0,-7,98,-1.4,0,1.1,0.0
CCOC(=O)C(=O)NNc1ccc(C)cc1,-4,0.7,-4,7,25,92,0.7,-7,1.4,0.1
O=Cc1sc(N2CCOCC2)nc1-c1ccccc1,5,1,14,14,3,108,-0.2,-14,1.4,-0.6
CCOc1cc(C(=O)Nc2cc(=O)n(C)c(=O)n2C)cc(OCC)c1OCC,3,1.1,12,16,-5,97,0.2,-16,1.1,-0.3
CCOC(=O)c1sc(=S)n(-c2cccc(OC)c2)c1N,3,1,0,3,-2,104,-1.4,-3,1.1,0.0

Source: PubChem BioAssay (several laboratories)
